Screens deposited in PubChem BioAssay by Fisher Drug Discovery Resource Center.
mcGAS lum: blocks mouse cGAS activity | Q8C6L5 | recombinant cGAS, Kinase-Glo ATP depletion luminescence | inhibition, % at 12.5 µM | actives 0.15% (n = 160,000) | AID 1259399;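 also: 0% = negative control wells and 100% = reference inhibitor with no enzyme activity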
hcGAS inh: human cGAS inhibition | inhibition, % at 12.5 µM | recombinant h-cGAS, ATP depletion, Kinase-Glo luminescence | actives 0.081% (n = 290,000) | Q8N884;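 also: 0% = vehicle reaction and 100% = reaction without DNA for no activity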
Target sequence (Q8N884 whole entry, looked up): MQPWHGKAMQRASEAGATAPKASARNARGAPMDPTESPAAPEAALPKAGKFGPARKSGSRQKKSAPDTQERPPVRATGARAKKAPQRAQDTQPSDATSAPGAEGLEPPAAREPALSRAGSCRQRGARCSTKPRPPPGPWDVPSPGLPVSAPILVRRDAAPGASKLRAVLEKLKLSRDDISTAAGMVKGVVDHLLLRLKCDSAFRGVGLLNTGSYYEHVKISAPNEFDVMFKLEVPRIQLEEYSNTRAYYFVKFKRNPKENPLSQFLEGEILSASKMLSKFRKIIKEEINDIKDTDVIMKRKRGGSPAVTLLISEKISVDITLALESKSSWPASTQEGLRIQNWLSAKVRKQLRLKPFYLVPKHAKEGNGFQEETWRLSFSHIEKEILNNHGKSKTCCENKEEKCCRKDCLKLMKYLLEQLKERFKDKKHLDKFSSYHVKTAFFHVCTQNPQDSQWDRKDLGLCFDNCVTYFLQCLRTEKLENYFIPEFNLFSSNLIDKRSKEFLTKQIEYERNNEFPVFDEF
NPYLR7 ag: mosquito NPYLR7 agonism | HEK293T NPYLR7/Galpha15, GCaMP6s calcium fluorescence | AID 1259423 | actives 0.15% (n = 270,000) | activation, % at 10 µM; in the data active = activation above about 40%;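 also: 0% = vehicle and 100% = reference agonist at the receptor; some compounds past the cut are filed as inactive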
* = called active by the depositor; / = not tested or not shown; & = joins results of further samples. Rule as the data show it, unless noted: active = inhibition above about 40%; inactive = the rest. Rows were taken by chance. About 0.29% of those tested had a hit in this group.

SMILES | mcGAS lum | hcGAS inh | NPYLR7 ag
CC(C)c1nc(CCN(C)C(=O)c2ccc(Cl)cn2)no1 | / | -6.8 | -1.5
CC(NS(=O)(=O)c1ccc(Br)cc1)c1ccccc1OC(F)F (configuration not stated) | -5.7 | -14.8 | 6.5
CCOc1ccc2ccccc2c1C(=O)Nc1c2c(nn1C(C)(C)C)CS(=O)C2 (configuration not stated) | / | -2.3 | -3.0
CC1CCCN(C(=O)NCCc2nccn2C(F)F)C1 (configuration not stated) | / | -11.7 | 12.3
CCOC(=O)C1CCN(CC(=O)N2N=C(c3ccc(F)cc3)CC2c2ccccc2Cl)CC1 (configuration not stated) | 24.9 | -1.9 | 8.2
Cc1c(C(=O)NCC2CC2)sc(=O)n1Cc1ccccc1 | / | -3.8 | 2.3
CCCc1nc2cccnc2n1C1CCN(C(=O)CC2C(=O)Nc3cc(OC)ccc32)CC1 (configuration not stated) | / | -6.1 | 8.4
CN(CCC(O)c1ccccc1)C(=O)C1C[C@@H]2CC[C@H]1C2 (some centres not stated) | -0.5 | 14.9 | 2.8
CCOC(=O)c1nn(-c2ccccc2)c(=O)cc1OCC(=O)Nc1ccc(C)cc1C | / | -4.5 | 11.6
COCC(=O)N(CCN(C)C)Cc1csc(COc2cc(Cl)ccc2Cl)n1 | -4.9 | -4.8 | /
O=C(CC1OCCc2ccccc21)NCc1cccc2cccnc12 (configuration not stated) | -16.2 | -14.0 | -0.4
Cc1cc(N2CCCC2)nc(SCc2ccc(C(=O)NCc3ccncc3)cc2)n1 | -5.7 | -4.2 | 21.6
Nn1c(-c2cc(Br)ccc2F)n[nH]c1=S | -3.3 | 0.5 | 0.4
CNC(=O)c1cc(Oc2ccc(NC(=O)Nc3ccc(Cl)c(C(F)(F)F)c3)cc2)ccn1 | / | -6.1 | -19.0
c1ccc(CCc2nc(C3[C@@H]4[C@H]5CC[C@H](C5)[C@H]34)n[nH]2)cc1 (some centres not stated) | -9.1 | -8.8 | 23.2
O=C(C1CC1)N1CCN(Cn2nc3c(c(C(F)(F)F)c2=O)CCC3)CC1 | / | -5.3 | 5.2
COc1cccc(OC)c1C(=O)Nc1ccc2c(c1)C(=O)N(C)CCO2 | / | -2.7 | 5.7
c1ccc2nc(N3CCOCC3)c(-c3nccn3CCn3cccn3)cc2c1 | / | -0.2 | -9.2
CCCCN=C1SCC(c2ccc(C)c([N+](=O)[O-])c2)=NN1C | / | -4.8 | 5.9
O=C(NC(=S)Nc1cc(Cl)c(Cl)cc1Cl)C1CC1 | / | -7.3 | 1.4
Cc1ccc2[nH]cc(-c3ccc4cc[nH]c(=O)c4c3)c2c1 | / | -1.7 | 1.0
COCCN(C(=O)CCc1nnc(-c2ccc3c(c2)OCO3)o1)C(C)C | -9.4 | -4.3 | 1.0
Cc1c(-c2cnccn2)ssc1=S | / | -4.6 | -2.6
Cc1ccccc1-c1ncc(CN(C)Cc2n[nH]c3c2CCC3)s1 | / | -4.5 | 2.8
Cc1nnc(SCC(C)C)[nH]c1=O | / | -4.4 | 0.3
CCc1c(C)nc(-n2nc(C)cc2NC(=O)C23CC4CC(CC(C4)C2)C3)[nH]c1=O | -6.8 | -9.7 | 6.8
COc1ccc(OC)c(NC(=O)Cn2c(-n3nc(C)cc3C)nc3c(c2=O)CCC3)c1 | -5.7 | -3.9 | /
Cn1nc2nc(N3CCC(N4CCCCC4)CC3)nc(-c3ccc(Cl)cc3)c2c1N | -2.4 | -2.4 | /
CCOc1ccc(Nc2ccc(C(=O)NC3CC3)cn2)cc1 | -6.1 | -9.3 | 6.5
O=C(COc1ccccc1)NCC1COc2ccccc2O1 (configuration not stated) | / | -5.1 | 14.1

2 compounds drawn at random from those above, as already listed:
SMILES | mcGAS lum | hcGAS inh | NPYLR7 ag
Cc1nnc(SCC(C)C)[nH]c1=O | / | -4.4 | 0.3
Cn1nc2nc(N3CCC(N4CCCCC4)CC3)nc(-c3ccc(Cl)cc3)c2c1N | -2.4 | -2.4 | /

Continued.
SMILES | mcGAS lum | hcGAS inh | NPYLR7 ag
CCOC(=O)c1ccc(N2C(=O)CC(N3CCN(C(=O)OCC)CC3)C2=O)cc1 (configuration not stated) | -0.2 | 5.4 | 2.9
Cc1ccccc1OCC(=O)N1CCOC(c2ccccc2)C1 (configuration not stated) | / | -2.4 | 19.9
CCc1cn[nH]c1C1CCCN(C(=O)C(=O)Nc2cccc(F)c2)C1 (configuration not stated) | / | -5.6 | 4.7
Cc1ccc(CSc2nc3c(c(=O)n2-c2ccccc2)SCC3)cc1 | / | -1.8 | 0.4
COc1cccc(C(NC(=O)c2cnc[nH]2)c2cccc(OC)c2)c1 | / | -6.2 | 4.2
CCOC(=O)c1c(C)oc2c1c(C=Nc1nc3ccccc3s1)c(O)c1ccccc12 | / | -5.9 | 0.8
CCC(C(=O)N1CCSc2nnc(COc3cccc(F)c3)n21)c1ccccc1 (configuration not stated) | -5.1 | -6.6 | /
CCOC(=O)CN1C(=O)CN(C(=O)CC2CCCC2)CCC(OC)c2ccccc21 (configuration not stated) | -4.6 | -2.7 | 2.0
COc1ccc(C(=O)N(C/C(C)=C\c2ccccc2)CC2CCNCC2)cc1 | / | -2.8 | 14.3
C=C(Cl)CNc1cc(C(=O)N2CCOCC2)c2ccccc2n1 | / | -10.1 | 3.6

Exported with two lines to a compound: 3 of the compounds above
Order of results: mcGAS lum, hcGAS inh, NPYLR7 ag
CCOC(=O)c1ccc(N2C(=O)CC(N3CCN(C(=O)OCC)CC3)C2=O)cc1 (configuration not stated)
  -0.2, 5.4, 2.9
Cc1ccccc1OCC(=O)N1CCOC(c2ccccc2)C1 (configuration not stated)
  /, -2.4, 19.9
CCc1cn[nH]c1C1CCCN(C(=O)C(=O)Nc2cccc(F)c2)C1 (configuration not stated)
  /, -5.6, 4.7

Following part.
SMILES | mcGAS lum | hcGAS inh | NPYLR7 ag
CC(=O)N1CCC(N2CCCC2c2nc(-c3ccncc3)no2)CC1 (configuration not stated) | -7.2 | -2.0 | /
Cc1noc(C2CCCN2C(=O)c2cccc(CC3CCNCC3)c2)n1 (configuration not stated) | / | -0.8 | 1.6
CN(Cc1ccccc1F)C(=O)CNC(=O)c1cccc(Cl)c1 | / | -5.1 | -0.1
CCN(CC)c1ncccc1CNC(=O)C1CCOC1 (configuration not stated) | / | -6.8 | 8.7
CC(C)(C)c1cc(-c2nccn2Cc2ccc3c(c2)OCO3)n[nH]1 | -12.9 | -12.5 | 7.3
Cc1noc(-c2ccco2)c1C(=O)N[C@@H]1CCCc2ccccc21 | -0.5 | 0.3 | 0.4
CCCOc1ccccc1N1C(=O)CC(N(O)c2ccccc2)C1=O (configuration not stated) | -7.6 | -6.1 | -4.2
Cc1cc(C(=O)Nc2ccccc2C(=O)NCc2ccccn2)n[nH]1 | -11.8 | -7.8 | 30.3
CC(C)Oc1ccc(C(O)=C2C(=O)C(=O)N(CCCN(C)C)C2c2ccc(F)cc2)cc1 (configuration not stated) | -7.1 | -6.8 | 10.8
CC(C)c1ccc(SCCS(N)(=O)=O)cc1 | -15.8 | -5.4 | -2.0
O=C(Cc1ccc(F)cc1)Nc1c(-c2cccc(F)c2)nc2ccccn12 | 1.9 | 3.1 | -6.6
CCOc1ccccc1N1CCN(C(=O)c2cc(OC)cc(OC)c2)C(C)C1=O (configuration not stated) | -4.3 | -1.4 | 22.1
CC(O)Cn1c(=O)c(=O)[nH]c2ccccc21 (configuration not stated) | / | -2.8 | 21.3
CN1C(=O)C2C(c3ccc([N+](=O)[O-])cc3)NN(C)C2C1=O (configuration not stated) | -8.6 | -10.5 | -6.3
CC(C)Cc1cc(CN2CCN(Cc3ccc(F)c(F)c3)C(CCO)C2)[nH]n1 (configuration not stated) | / | -11.1 | 3.6
O=C(Nc1ccc(N2CCCCC2)cn1)c1cnccn1 | / | -32.5 | 9.9
O=C(Nc1cccc2ccccc12)c1cc2nc(-c3ccc(Br)cc3)cc(C(F)(F)F)n2n1 | -6.7 | -4.1 | -9.9
CCC(C)N(Cc1ccc(OS(=O)(=O)C(C)C)cc1)C(=O)c1ccccc1F (configuration not stated) | -10.0 | -4.5 | /
CCOC(=O)C1=C(C)NC2=C(C(=O)CC(c3ccccc3)C2)C1c1cc(Cl)c(O)c(OC)c1 (configuration not stated) | -5.4 | -4.4 | -6.9
COCC(=O)N1CCN(c2ccc(C)cc2C)C(=O)C1C (configuration not stated) | -4.1 | -5.0 | 8.5
CCOC(=O)c1cc(-c2ccc(N3CCN(C(=O)C(OC(C)=O)c4ccccc4)CC3)cc2)n(-c2ccc(F)cc2)n1 (configuration not stated) | -7.4 | -3.6 | 25.7
CC(C)(C)OC(=O)N1CCC(C(N)=O)CC1 | -4.2 | -3.2 | /
O=C(Nc1cc(C(F)(F)F)cc(C(F)(F)F)c1)c1cccn(OCc2cccc(Cl)c2)c1=O | -6.9 | -4.4 | 16.5
CCOCCOC(C)C(=O)NCc1ccsc1-n1cccc1 (configuration not stated) | / | -9.3 | -0.7
CC1(C)COCCN1CCS(=O)(=O)c1ccc(Br)cc1 | / | -11.2 | 3.8
CC(C)(C)c1cc(N2CCC(OC3CCOCC3)CC2)nc(C(C)(C)C)n1 | -12.9 | -3.5 | -2.9
COc1ccc(CC2CCN(C(=O)Nc3ccc(F)cc3)CC2)cc1 | -5.8 | -4.4 | 6.0
O=C(C1CCN(S(=O)(=O)c2ccc3ccccc3c2)CC1)N1CCC(CCc2ccccc2)CC1 | / | -7.4 | 5.8
CSc1nnc2c(n1)OC(C1CC=C(C)CC1C)Nc1ccccc1-2 (configuration not stated) | -4.8 | -7.3 | 4.2
Cc1ccc(C)c(COc2coc(CN3CCc4ccccc43)cc2=O)c1 | -6.2 | -1.8 | 1.4
CC(=O)c1c(C)n(-c2ccc(C)cc2)c2ccc(O)cc12 | 2.9 | 5.0 | -4.3
CC(=O)Nc1ccc(CC2CCN(S(=O)(=O)c3ccc(F)c(Cl)c3)CC2)cc1 | -8.3 | -5.5 | 0.3
COc1ccccc1-n1nc(C(C)C)nc1CSc1ccncc1 | -12.1 | -7.8 | 15.7
COCCN(Cc1ccsc1)Cc1ccc(C(O)(c2cccc(F)c2)c2cccc(F)c2)o1 | -6.2 | -6.2 | -9.9
COC(=O)c1ccc(COC(CN2CCN(C(=O)NC3CCCCC3)CC2)c2cccc(OC)c2)cc1 (configuration not stated) | -0.1 | -1.9 | -9.8
CCOC(=O)CCc1c(C)nc2ncnn2c1N1CCN(C(=O)C23CC[C@@](C)(C(=O)O2)C3(C)C)CC1 | -4.7 | -0.6 | /
Nc1ccc2nsnc2c1N | -5.9 | -3.7 | 16.8
O=C1CN(c2ccc(O)cc2)C(=O)N1 | / | -5.0 | 5.1
O=C(Cn1cc(OCc2ccc(F)cc2)c(=O)cc1CO)N1CCc2ccccc21 | -4.8 | -5.4 | 2.3
O=C(O)CC1(Cn2cnnn2)CCCCC1 | -5.4 | -4.3 | /
CCc1ccc(S(=O)(=O)N2CCN(c3ccc(-c4ccc(Cl)cc4)nn3)CC2)s1 | -7.2 | -7.6 | /
O=C(CCC(=O)N1CCCC1c1nnc2c(C(F)(F)F)cccn12)c1ccc(F)cc1 (configuration not stated) | / | -5.6 | -11.5
CC(=O)N1CCc2c(sc(N)c2-c2nc3ccccc3s2)C1 | / | -5.8 | 1.1
O=C(CSc1nc(=O)n(Cc2cccnc2)c2c1CCC2)Nc1ccccc1F | -10.0 | -7.9 | -4.3
O=C1CCc2nc3sc4c(c3c(=O)n2N1)CCCC4 | / | -3.4 | 1.4
O=S(=O)(Nc1nc2ccccc2nc1Nc1ccccc1F)c1ccccc1 | -2.5 | -10.8 | 8.5
C=CCN1CC(c2nc3ccccc3n2CCOc2c(C)cccc2C)CC1=O (configuration not stated) | -7.0 | -8.7 | 4.4
Cc1ncsc1C(=O)Nc1n[nH]c(-c2ccc(F)cc2)n1 | / | 3.9 | 1.0
CCn1nnc2c(N3CCC(Cc4ccccc4)CC3)ncnc21 | / | -8.8 | 11.0
COC(=O)c1ccc(F)cc1NC(=O)CC1CCCCN1C(C)=O (configuration not stated) | -10.0 | -2.6 | 5.7

Copied from the entries so far (2 entries):
SMILES | mcGAS lum | hcGAS inh | NPYLR7 ag
CCn1nnc2c(N3CCC(Cc4ccccc4)CC3)ncnc21 | / | -8.8 | 11.0
COC(=O)c1ccc(F)cc1NC(=O)CC1CCCCN1C(C)=O (configuration not stated) | -10.0 | -2.6 | 5.7

(next part)
SMILES | mcGAS lum | hcGAS inh | NPYLR7 ag
CSc1ccc(C(=O)CCC(=O)N2CCCCC2)cc1 | -3.3 | -1.5 | 5.0
Cn1cnnc1SCC(=O)N1CCCC(C(=O)c2ccc(-c3ccccc3)cc2)C1 (configuration not stated) | 0.6 | -5.5&-4.1 | 4.4&-2.1
CCOC(=O)c1cc(-c2ccc(N3CCN(C(=O)Cc4ccc(OC)cc4)CC3)cc2)n(-c2ccccn2)n1 | -2.2 | -2.5 | 4.7
Cc1cc(C)n(-c2ccc(C(=O)NCCCN3CCOCC3)cc2)n1 | -4.8 | -4.7 | 17.5

Some of the entries above, set out differently:
Cc1cc(C)n(-c2ccc(C(=O)NCCCN3CCOCC3)cc2)n1
  mcGAS lum: -4.8 | hcGAS inh: -4.7 | NPYLR7 ag: 17.5

CCOC(=O)c1cc(-c2ccc(N3CCN(C(=O)Cc4ccc(OC)cc4)CC3)cc2)n(-c2ccccn2)n1
  mcGAS lum: -2.2 | hcGAS inh: -2.5 | NPYLR7 ag: 4.7

Cn1cnnc1SCC(=O)N1CCCC(C(=O)c2ccc(-c3ccccc3)cc2)C1 (configuration not stated)
  mcGAS lum: 0.6 | hcGAS inh: -5.5&-4.1 | NPYLR7 ag: 4.4&-2.1
